Compound activity as filed in PubChem BioAssay.
H1N1 NS1A inhibition = NS1A inhibition, H1N1 influenza, cell based functional assay (AID 504329); actives 0.3% (n = 340,000); NS1A functional cell-based assay, percent inhibition; higher % means a stronger effect; inhibition, % at 12.5 µM; hits with a dose series show IC50 in µM; in the data active = a potency from the dose series; inconclusive = inhibition above about 27% without an active follow-up result; also: strong numbers were not always called active
M. tuberculosis HTS = M. tuberculosis growth inhibition, HTS (AID 449762); M. tuberculosis H37Rv growth inhibition, 7H9 media; higher % means a stronger effect; inhibition, % at 25 µM; hits with a dose series show IC50 in µM; actives 0.59% (n = 330,000); in the data active = a potency from the dose series; inconclusive = inhibition above about 70% without an active follow-up result;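 also: bacterial growth assessed after seven days of incubation; strong numbers were not always called active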
VEEV TC-83 Vero = inhibitors of VEEV TC-83 cytopathic effect, confirmation, Vero cells (AID 588727) | actives 0.13% (n = 350,000) | inhibition, % at 20 µM; hits with a dose series show IC50 in µM | Vero cells, VEEV TC-83 cytopathic effect inhibition; higher % means a stronger effect; in the data active = a potency from the dose series; inconclusive = inhibition mostly from about 14% at the one dose, without a potency; inactive = the rest, 99 in 100 with inhibition below about 12%; also: strong numbers were not always called active
tuberculosis growth = growth inhibition of non-replicating M. tuberculosis (AID 488890); Mycobacterium tuberculosis non-replicating, growth inhibition; higher % means a stronger effect; inhibition, % at 25 µM, or IC50 in µM where a hit was titrated; actives 0.39% (n = 320,000); in the data active = a potency from the dose series; inconclusive = inhibition mostly from about 82% at the one dose, without a potency; inactive = the rest, 99 in 100 with inhibition below about 76%;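 also: plate controls were DMSO cells for no effect and high antibiotic wells for full effect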
Salmonella PhoP GFP = PhoP regulon inhibitors, Salmonella typhi PhoP promoter GFP reporter, confirmatory (AID 1850); actives 0.33% (n = 310,000); Salmonella Typhi PhoP-promoter GFP reporter, fluorescence, 4 h; higher % means a stronger effect; one-dose inhibition, % at 50 µM; IC50 in µM for titrated hits; in the data active = a potency from the dose series; inconclusive = inhibition mostly from about 25% at the one dose, without a potency; inactive = the rest, 99 in 100 with inhibition below about 19%;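 also: 0% = induced wells with vehicle and 100% = uninduced wells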
VEEV TC-83 Vero 10K pilot screen = recorded beside VEEV TC-83 Vero, whose call it bears; inhibition, %; measured here: 10K pilot screen inhibition
Active calls of the source: *; i = inactive; ? = inconclusive; · = no result given.

SMILES	H1N1 NS1A inhibition	M. tuberculosis HTS	VEEV TC-83 Vero	tuberculosis growth	Salmonella PhoP GFP	others
CC(C)Cn1c(N)c(C(=O)COC(=O)c2ccc3c(c2)OCCO3)c(=O)n(C)c1=O	-4.4%	0.3%	8.6%	-1.8%	-4.3%
CCOC(=O)c1c(C)[nH]c(C(=O)OCC(=O)N(CC(C)C)c2c(N)n(Cc3ccccc3)c(=O)[nH]c2=O)c1C	2.3%	32.0%	8.9%	14.7%	-2.5%
COc1ccccc1NCc1cc(=O)oc2c(C)c(O)ccc12	14.7%	4.1%	7.9%	6.9%	8.1%
CC(=O)c1c(C)n(CC(=O)NCc2ccc3c(c2)OCO3)c2ccccc12	-15.1%	3.0%	i	10.4%	-11.6%
O=[N+]([O-])c1ccc(Cl)c(/C=N/n2c(COc3ccccc3)n[nH]c2=S)c1	18.3%	-5.8%	1.5%	-9.6%	5.4%
Cc1ccc(C)c(NC(=O)C(=O)NCC2CCCN2S(=O)(=O)c2cccs2)c1 (stereo not given)	-9.3%	44.3%	5.0%	44.1%	0.8%
O=C(c1ccc(Cl)cc1)C1CCN(CC(=O)N2CCCCC2)CC1	-1.5%	0.1%	0.1%	-2.3%	0.2%
CCCOc1ccc(C(CC(=O)O)NC(=O)c2ccc3c(c2)OCO3)cc1 (stereo not given)	5.8%	-1.6%	i	-18.2%	5.0%
Cc1cc(C)c[n+](C(C)C(=O)c2ccc(-c3ccccc3)cc2)c1 (stereo not given)	-5.1%	7.1%	i	49.1%	-2.0%
CCCCn1c(SCc2ncc(-c3ccccc3)o2)nc2cc(S(N)(=O)=O)ccc21	4.7%	3.3µM*	6.3%	64.1%	-10.0%

Of the compounds above, 3 contain a carbonyl joined to an NH by a bond outside any ring.
SMILES	H1N1 NS1A inhibition	M. tuberculosis HTS	VEEV TC-83 Vero	tuberculosis growth	Salmonella PhoP GFP	others
CC(=O)c1c(C)n(CC(=O)NCc2ccc3c(c2)OCO3)c2ccccc12	-15.1%	3.0%	i	10.4%	-11.6%
Cc1ccc(C)c(NC(=O)C(=O)NCC2CCCN2S(=O)(=O)c2cccs2)c1 (stereo not given)	-9.3%	44.3%	5.0%	44.1%	0.8%
CCCOc1ccc(C(CC(=O)O)NC(=O)c2ccc3c(c2)OCO3)cc1 (stereo not given)	5.8%	-1.6%	i	-18.2%	5.0%

The list goes on:
SMILES	H1N1 NS1A inhibition	M. tuberculosis HTS	VEEV TC-83 Vero	tuberculosis growth	Salmonella PhoP GFP	others
CCCCN(C)c1ccc([N+](=O)[O-])cc1	11.8%	-0.6%	0.7%	47.8%	15.2%
CSc1ccc(CNC(=O)c2c(C)noc2C)s1	9.9%	-2.3%	i	-2.2%	3.6%
CCCc1nnc(NC(=O)CS(=O)(=O)c2ccc(C)cc2)s1	2.9%	10.6%	3.2%	2.7%	-20.8%
O=C(N/N=C/c1c(O)n(Cc2ccco2)c(=O)[nH]c1=O)c1ccccc1	4.3%	-1.2%	i	-0.7%	-4.7%
Cc1ccc(C)c(OCC(O)CN2CCCCC2C)c1 (stereo not given)	2.1%	3.9%	0.1%	9.2%	-12.2%
CC(=O)N/N=C/c1cc2c(cc1[N+](=O)[O-])OCO2	-6.8%	0.1%	9.5%	7.9%	3.7%
Cc1cc(O)ccc1-c1cnc2ccccc2n1	-22.2%	-11.4%	3.6%	14.1%	-0.8%
CC[N+]1=C(C)C(C)(C)c2cc(C)ccc21	-4.1%	-3.8%	0.5%	59.8%	4.5%
COC(=O)NNC(=O)COc1ccc(Cl)cc1	19.9%	-2.6%	2.7%	1.1%	3.3%
Cc1ccc(NC2CC(=O)N(c3ccc(N4CCCCC4)cc3)C2=O)cc1 (stereo not given)	9.9%	7.4%	0.0%	14.3%	-11.4%
C#CCOCCOCCOCCNc1nc(N2CCN(C(=O)[C@H](CCCCN)n3cc(CC(C)O)nn3)CC2)nc(N2CCN(C(=O)[C@H](CCCCN)n3cc(CC(C)O)nn3)CC2)n1 (stereo not given in full)	-8.1%	-4.8%	i	-6.9%	2.9%	VEEV TC-83 Vero 10K pilot screen=1.1
CC1=NNC(=O)C1Cc1ccc(F)cc1 (stereo not given)	-1.7%	-8.8%	2.2%	-13.8%	-0.4%
CCCc1nnc(NC(=O)CCC(=O)N2CCC3(CC2)OCCO3)s1	-18.1%	-0.7%	2.4%	-12.2%	7.5%
O=C(Nc1cccc(-n2cnnn2)c1)c1ccco1	10.9%	-2.4%	4.0%	-4.4%	-2.4%
CCc1ccccc1S(=O)(=O)Cc1ccc(C(=O)N2CCN(c3ccccn3)CC2)o1	5.1%	-6.7%	9.6%	·	3.9%
O=C(CN1C(=O)c2ccccc2S1(=O)=O)NCCC1=CCCCC1	-2.3%	-1.1%	1.2%	-4.5%	-9.0%
Cc1ccc(CS(=O)(=O)Cc2ccc(C(=O)NCc3cccnc3)o2)cc1	-0.6%	1.1%	i	-0.6%	16.1%
COc1ccc(CCNc2nnc(Sc3nnnn3-c3ccccc3)s2)cc1OC	7.1%	-11.6%	1.4%	7.9%	10.3%
Cc1cc(N(CCCl)CCCl)ccc1/C=N/N=C(\N)c1cnccn1	-9.6%	-2.7%	1.8%	-5.4%	1.2%
O=c1c2cnn(-c3ccccc3Cl)c2ncn1Cc1cccnc1	21.6%	-11.3%	i	-2.9%	-8.7%
CS(=O)(=O)c1sc(C(=O)NC(=O)Nc2cccc(C(F)(F)F)c2)c2c1C=CCC2	0.6%	1.6%	1.4%	-24.3%	-5.0%
COC(=O)C1=C(c2ccc(F)cc2F)C[C@@H]2CC[C@H]1N2C(=O)NC1Cc2ccccc2C1	2.4%	1.5%	0.2%	27.5%	·
CC1(C)C(=O)CC[C@@]2(C)C1=CCC1C2CC[C@]2(C)C(=O)CCC12 (stereo not given in full)	11.1%	-2.4%	4.4%	6.4%	·
Cc1ccc(CNC(=O)COc2ccc(S(=O)(=O)NC(C)C)cc2)cc1	-2.8%	10.8%	2.5%	4.4%	-10.0%
Cc1cccc(C)c1Nc1nnc(SCC(=O)c2ccc3c(c2)NC(=O)CO3)s1	-7.9%	-1.4%	0.7%	8.5%	-7.2%
C=CCN1C(=O)C2C(C(=O)NC)C3C=CC2(O3)C1C(=O)NCc1ccc(OC)cc1 (stereo not given)	-2.3%	-1.4%	i	-12.3%	17.9%
CNC(=O)Oc1ccc2c(c1)C(=O)c1ccccc1CO2	-0.5%	-3.3%	0.6%	-26.1%	-11.2%
COc1ccccc1NS(=O)(=O)c1cc(NC(=O)c2[nH]c(C)c(C(C)=O)c2C)ccc1N1CCOCC1	-1.4%	51.5%	7.6%	34.7%	12.6%
CCCCNC(=O)c1c(CSc2ccccc2)noc1C(=O)NCc1ccccc1	-0.8%	0.1%	2.2%	-8.8%	9.5%
O=C(CC1Sc2ccccc2NC1=O)Nc1cccc(-c2nnc3n2CCCCC3)c1 (stereo not given)	0.5%	-15.6%	9.1%	13.7%	-8.1%
Cc1ccc(-n2cnc3scc(-c4cccs4)c3c2=O)cc1	-5.8%	9.8%	9.3%	2.8%	-0.6%
CN(C)c1ncc([N+](=O)[O-])cc1C(F)(F)F	-2.4%	-3.4%	2.0%	30.6%	-8.9%
COc1cc(/C=C(/C#N)C(=O)NCc2ccccc2)cc(OC)c1OC	-12.5%	0.8%	i	-0.7%	2.2%
CCCCN1C(=O)NC2NC(=O)NC21 (stereo not given)	>100µM*	-6.1%	0.3%	·	-10.2%
O=C(CC1(O)CCCCC1)OC1CCCC1	-16.7%	·	1.1%	·	·
Cc1ccc(N2CC(C(=O)OCc3ccccc3F)CC2=O)cc1 (stereo not given)	-5.4%	?	1.5%	?	3.9%
CC(C)n1cc(CN2CCCC(C(=O)Nc3cccc(-c4cc5ccccc5[nH]4)c3)C2)cn1 (stereo not given)	19.7%	64.4%	i	68.7%	-1.0%
S=C1NCN(Cc2ccco2)CN1	-1.2%	2.3%	0.8%	4.0%	-9.0%
CCSc1c(C(=O)NC)ccc2c1C(=O)c1ccccc1C2=O	-1.8%	-0.5%	3.0%	2.4%	-0.6%
CC(C)(C)c1ccc(CN(Cc2ccccc2)C(c2ccccn2)c2nnnn2C(C)(C)C)cc1 (stereo not given)	9.2%	11.5%	i	27.8%	-4.2%
CCN(CC)C(=O)c1cn(CC)c(=O)c2cc(OC)c(OC)cc12	-1.2%	-2.6%	1.5%	-14.8%	-0.7%
O=C(COC(=O)C1CC2C=CC1C2)Nc1ccccc1 (stereo not given)	-10.4%	-4.6%	0.2%	i	-3.2%
CC(C)CN(C(=O)CSc1nc2ccccc2o1)c1c(N)n(Cc2ccccc2)c(=O)[nH]c1=O	0.0%	15.3%	4.5%	41.2%	·
c1ccc(-c2nnc(SCc3cn4ccsc4n3)o2)cc1	7.1%	-7.0%	i	i	6.4%
O=c1oc(-c2cccs2)nc2sc3c(c12)CCCC3	-6.1%	9.7%	1.1%	?	1.9%
CCOC(=O)c1c(CCl)nc2ccccc2c1C	-7.0%	?	4.7%	?	-14.2%
Cn1c(=O)c2c(nc(CN3CCc4ccccc4C3)n2Cc2cccc(Cl)c2)n(C)c1=O	-11.0%	2.9%	4.7%	78.7%	5.7%
COc1ccc2oc(C(=O)NC3(C)CCS(=O)(=O)C3)c(C)c2c1 (stereo not given)	5.8%	-0.6%	2.5%	1.6%	0.6%
O=C(Nc1ccncc1)c1ccc2c(c1)C(=O)N(C1CCCCC1)C2=O	2.6%	30.9%	1.4%	41.6%	-3.6%
CCCNC(=O)Cc1c(C)n(C(=O)c2ccc(Cl)cc2)c2ccc(OC)cc12	5.8%	-4.0%	5.1%	6.3%	-0.9%

Nothing new here: an excerpt of the list.
SMILES	H1N1 NS1A inhibition	M. tuberculosis HTS	VEEV TC-83 Vero	tuberculosis growth	Salmonella PhoP GFP	others
O=C(COC(=O)C1CC2C=CC1C2)Nc1ccccc1 (stereo not given)	-10.4%	-4.6%	0.2%	i	-3.2%
CC(C)CN(C(=O)CSc1nc2ccccc2o1)c1c(N)n(Cc2ccccc2)c(=O)[nH]c1=O	0.0%	15.3%	4.5%	41.2%	·
c1ccc(-c2nnc(SCc3cn4ccsc4n3)o2)cc1	7.1%	-7.0%	i	i	6.4%
O=c1oc(-c2cccs2)nc2sc3c(c12)CCCC3	-6.1%	9.7%	1.1%	?	1.9%
CCOC(=O)c1c(CCl)nc2ccccc2c1C	-7.0%	?	4.7%	?	-14.2%

Other structures:
SMILES	H1N1 NS1A inhibition	M. tuberculosis HTS	VEEV TC-83 Vero	tuberculosis growth	Salmonella PhoP GFP	others
O=C(NCc1nc2ccccc2[nH]1)C1=C[C@@H](C2CCCCC2)C[C@@H](OCc2ccc(CO)cc2)O1	8.6%	1.1%	0.4%	49.0%	-4.2%
COc1cc(Cl)cc(C(c2c(C(=O)O)[nH]c3ccccc23)c2c(C(=O)O)[nH]c3ccccc23)c1O	-1.5%	-10.2%	4.6%	?	7.4%
COc1ccccc1NC(=O)Cn1c(CN2CCCCC2)nc2ccccc2c1=O	0.1%	-2.3%	0.3%	-3.5%	-5.1%
COc1ccnc(N2CCN(c3ccccc3)CC2)c1C#N	24.4%	-5.4%	1.4%	15.3%	5.4%
COC(=O)c1cccc(NC(=O)c2ccccc2)c1	10.2%	-8.3%	i	13.3%	9.0%
CSc1ccc(CN(C)CC(=O)Nc2c(F)cccc2F)cc1	4.6%	-3.1%	i	11.2%	10.8%
CCc1cc(=O)[nH]c(SCC(=O)N2CCCC2)n1	-5.3%	-5.2%	0.9%	-7.4%	0.8%
COc1ccc([C@H]2[C@H](C(=O)C(C)(C)C)N3N=Cc4ccccc4C3C23C(=O)OC(C)(C)OC3=O)cc1 (stereo not given in full)	2.7%	-3.3%	1.2%	-13.4%	0.6%
Cc1ccc(S(=O)(=O)N(CC(=O)O)Cc2ccco2)cc1	-1.4%	-5.6%	0.2%	-7.1%	8.6%
Clc1ccc(CSC2=NCCCN2)cc1Cl	-3.2%	-3.3%	1.7%	23.6%	3.5%
Cc1cc(C(=O)OCC(=O)N(CC(C)C)c2c(N)n(Cc3ccccc3)c(=O)[nH]c2=O)c(C)o1	-2.7%	-1.7%	1.9%	25.7%	13.2%
CC(C)(C)c1ccc(C(=O)N2CCC(C(=O)NCCC3=CCCCC3)CC2)cc1	-7.4%	0.4%	i	28.3%	3.1%
O=C1Nc2c(Cl)cc(Cl)cc2C1=O	-8.4%	·	3.3%	·	·
CCOc1ccc(S(=O)(=O)NCCC(=O)NCC(c2ccc(OC)cc2)N2CCCC2)cc1 (stereo not given)	2.1%	-10.6%	i	20.3%	·
O=C(CCn1c(=O)sc2ccccc21)NCCCn1ccnc1	2.2%	10.7%	0.5%	3.7%	-7.2%
